Assay outcomes deposited in PubChem by Sanford-Burnham Center for Chemical Genomics.
GRIN3A LBD mod: modulators (binders) of human NR3A ligand-binding domain; NR3A LBD differential scanning fluorimetry, Tm shift; 0% = protein alone, 100% = glycine-bound protein; Tm shift relative to glycine control, % at 25 µM; hit rate 2.5% among 340,000;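 active = melting temperature shift of at least 10% of the positive control shift, at one fixed dose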
tim23-1 inh: inhibits growth of tim23-1 mutant yeast. S. cerevisiae tim23-1 growth, BacTiter-Glo luminescence, 24 h. inhibition, % at 20 µM. hit rate 1.3% among 330,000. AID 463212;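 active = growth inhibition of the mutant yeast at or above 50%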;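 also: temperature-sensitive mutant grown at 25 °C; plate controls were DMSO-treated mutant yeast for no effect and medium wells lacking yeast for full effect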
XBP1 UPR activ: adaptive UPR (XBP1) activation. CHO-XBP1 luciferase reporter, IRE1-XBP1 UPR activation, luminescence; percent of tunicamycin response, DMSO as zero. activation, % at 20 µM. hit rate 0.33% among 330,000. AID 463104;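 active = versus positive control, 20 µM dose yields 30% or more activation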;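 also: 100% = tunicamycin at 10 µg/mL and 0% = DMSO only wells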
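Material: CHO-XBP1 cells stably carrying IRE1-XBP1-driven luciferase reporter / Amount: 1000 cells per well / Compound: 20 µM, 1% DMSO / Times: 6 h treatment, 37 °C / Detection: luciferase luminescence / Measure: % activation of reporter signal versus tunicamycin and DMSO controls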
APJ ag: APJ receptor agonism; P35414; CHO-K1 APJ PathHunter beta-arrestin, luminescence; 0% DMSO wells, 100% apelin; activation, % at 20 µM; hit rate 0.11% among 330,000;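 active = activation more than six SD over the plate average, tested at 20 µM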;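 also: 0% = DMSO alone and 100% = apelin-13 at 10 nM; some results filed as inactive read as strong as hits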
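system = engineered CHO-K1 APJ arrestin reporter cells | input = 1000 cells per well | timing = overnight seeding, 90 min compound at 25 °C, 1 h detection | measured by = enzyme-fragment complementation luminescence | read-out = beta-arrestin recruitment to APJ as agonist activity, luminescent signal | control set = negative DMSO alone, positive Apelin-13 at 10 nM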
NALP3 yeast inh: NALP3 inhibition in yeast. Yeast reconstituted NLRP3/ASC/caspase-1, beta-gal luminescence, 24 h. inhibition, % at 10 µM. hit rate 0.39% among 330,000. AID 2825;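 active = inhibition of 50% or more; inactive = inhibition below 50%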;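 also: plate controls were induced DMSO wells for no effect and uninduced yeast grown without galactose for full effect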
Mdm2-MdmX inh: human Mdm2/MdmX binding inhibition | O15151+Q00987 | SaOS-2 split-luciferase Mdm2/MdmX complementation, luminescence | inhibition, % at 8 µM | hit rate 3% among 330,000;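 active = inhibition of at least 50% at 8 µM in the primary screen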
Target sequence (O15151 whole entry, looked up): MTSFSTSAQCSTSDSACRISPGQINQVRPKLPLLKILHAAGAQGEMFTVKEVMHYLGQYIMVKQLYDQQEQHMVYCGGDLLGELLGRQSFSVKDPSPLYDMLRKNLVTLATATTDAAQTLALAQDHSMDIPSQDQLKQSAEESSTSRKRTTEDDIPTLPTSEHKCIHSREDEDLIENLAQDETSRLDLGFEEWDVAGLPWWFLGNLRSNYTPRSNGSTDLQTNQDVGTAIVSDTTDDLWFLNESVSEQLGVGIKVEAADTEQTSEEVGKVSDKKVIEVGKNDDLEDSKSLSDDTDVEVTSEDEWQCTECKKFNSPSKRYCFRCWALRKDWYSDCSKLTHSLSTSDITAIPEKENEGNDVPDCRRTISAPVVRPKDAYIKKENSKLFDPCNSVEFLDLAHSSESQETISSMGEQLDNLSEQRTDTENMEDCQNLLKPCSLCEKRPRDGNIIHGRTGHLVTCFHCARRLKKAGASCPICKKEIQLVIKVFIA
Target sequence (Q00987 whole entry, looked up): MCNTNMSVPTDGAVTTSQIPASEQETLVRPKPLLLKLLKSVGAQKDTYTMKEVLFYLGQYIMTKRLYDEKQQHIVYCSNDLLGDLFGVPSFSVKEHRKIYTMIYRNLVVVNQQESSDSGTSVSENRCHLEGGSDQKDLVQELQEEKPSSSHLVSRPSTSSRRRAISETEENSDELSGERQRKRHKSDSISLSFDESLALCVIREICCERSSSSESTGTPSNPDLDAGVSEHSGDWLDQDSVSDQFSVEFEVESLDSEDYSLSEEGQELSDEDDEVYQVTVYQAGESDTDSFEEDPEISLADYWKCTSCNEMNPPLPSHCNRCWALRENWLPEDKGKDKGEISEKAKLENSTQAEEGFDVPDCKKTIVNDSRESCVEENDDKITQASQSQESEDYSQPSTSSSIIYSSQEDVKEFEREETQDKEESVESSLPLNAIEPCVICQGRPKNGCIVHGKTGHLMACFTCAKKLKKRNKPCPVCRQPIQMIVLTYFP
TIM10 inh: growth inhibitors of TIM10 yeast strain. inhibition, % at 10 µM. S. cerevisiae TIM10 strain growth, BacTiter-Glo luminescence, 24 h. hit rate 1.4% among 330,000. AID 463195;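 active = inhibition of 40% or more at the single tested concentration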;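 also: wild-type TIM10 isogenic control strain grown at permissive 25 °C; 0% = DMSO yeast wells and 100% = minimal medium wells without yeast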
tim10-1 inh: growth inhibitors of tim10-1 mutant yeast; S. cerevisiae tim10-1 ts strain growth, BacTiter-Glo, 24 h; inhibition, % at 20 µM; hit rate 2.2% among 330,000; AID 463190;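 active = inhibition of at least 40%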;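 also: mutant grown at 25 °C; 0% = DMSO wells with yeast and 100% = wells holding no yeast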
CHOP UPR activ: activators of apoptotic arm of unfolded protein response (CHOP) | AID 449763 | activation, % at 10 µM | CHO-CHOP luciferase reporter, UPR activation, luminescence; percent of tunicamycin response over DMSO baseline | hit rate 0.34% among 330,000;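 active = at 10 µM dose, activation of 40% or more, normalized to positive control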;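 also: 100% = tunicamycin at 10 µg/mL and 0% = DMSO alone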
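Material: CHO-CHOP cells, stable luciferase reporter of PERK-eIF2a-CHOP signalling; quantity: 500 reporter cells seeded per well; buffer or medium: F12 medium containing 10% fetal bovine serum; compound: one dose, 10 µM in 0.5% DMSO; incubation: 6 h compound treatment, 37 °C; measured by: Steady-Glo luciferase luminescence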
* marks the source's active call; other numbers are inactive results. Compounds as they come; any-hit rate near 8.2%.

The first two entries, ahead of the listing:
`Cc1ccc(C(=O)N2CCc3ccccc3C2)cc1S(=O)(=O)N1CCOCC1` gave GRIN3A LBD mod -1, tim23-1 inh 31, XBP1 UPR activ -4, APJ ag -1, NALP3 yeast inh 27, Mdm2-MdmX inh -10, TIM10 inh 12, tim10-1 inh 28 and CHOP UPR activ 2.1.
O=C(COC(=O)/C=C/c1cccc(F)c1)NC1CCCCCC1 was read as GRIN3A LBD mod 0, tim23-1 inh 19, XBP1 UPR activ 0, APJ ag -1, NALP3 yeast inh -3, Mdm2-MdmX inh -26, TIM10 inh 6, tim10-1 inh 4 and CHOP UPR activ -2.3.

The whole of this part, previewed entries included:
`Cc1ccc(C(=O)N2CCc3ccccc3C2)cc1S(=O)(=O)N1CCOCC1` gave GRIN3A LBD mod -1, tim23-1 inh 31, XBP1 UPR activ -4, APJ ag -1, NALP3 yeast inh 27, Mdm2-MdmX inh -10, TIM10 inh 12, tim10-1 inh 28 and CHOP UPR activ 2.1.
O=C(COC(=O)/C=C/c1cccc(F)c1)NC1CCCCCC1 was read as GRIN3A LBD mod 0, tim23-1 inh 19, XBP1 UPR activ 0, APJ ag -1, NALP3 yeast inh -3, Mdm2-MdmX inh -26, TIM10 inh 6, tim10-1 inh 4 and CHOP UPR activ -2.3.
For O=C(CNC(=O)c1[nH]cnc1C(=O)N[C@@H](Cc1ccccc1)C(=O)OCc1ccccc1)OCc1ccccc1 the results were GRIN3A LBD mod -6, tim23-1 inh 21, XBP1 UPR activ -1, APJ ag -1, NALP3 yeast inh -4, Mdm2-MdmX inh 25, TIM10 inh 7, tim10-1 inh 14 and CHOP UPR activ 0.1.
CCCCC(C(=O)NC1CCCC1)N(Cc1ccccc1)C(=O)c1snc(C(N)=O)c1N (centres undefined) was read as GRIN3A LBD mod -1, tim23-1 inh 27, XBP1 UPR activ 4, APJ ag 0, NALP3 yeast inh 2, Mdm2-MdmX inh 14, TIM10 inh 23, tim10-1 inh 27 and CHOP UPR activ -0.9.
Screening O=c1c2cc(Cl)ccc2nc(-c2ccccc2Cl)n1O returned GRIN3A LBD mod -2, tim23-1 inh -7, XBP1 UPR activ 3, APJ ag -1, NALP3 yeast inh 1, Mdm2-MdmX inh 0, TIM10 inh -9, tim10-1 inh 12 and CHOP UPR activ -2.3.
Screening Cc1ccc([N+](=O)[O-])c(OCCCN2CCCCCC2)c1 returned GRIN3A LBD mod 3, tim23-1 inh -36, XBP1 UPR activ 3, APJ ag -2, NALP3 yeast inh 13, Mdm2-MdmX inh 21, TIM10 inh -3, tim10-1 inh -4 and CHOP UPR activ 2.6.
Screening Cc1ccccc1OCC(=O)NCCCNC(=O)c1ccco1 returned GRIN3A LBD mod 0, tim23-1 inh 0, XBP1 UPR activ -2, APJ ag -2, NALP3 yeast inh -10, Mdm2-MdmX inh -3, TIM10 inh 15, tim10-1 inh -14 and CHOP UPR activ 1.4.
Screening CSCCC(NS(=O)(=O)c1ccccc1F)C(=O)NCC(c1ccc(F)cc1)N1CCOCC1 (centres undefined) returned GRIN3A LBD mod 4, tim23-1 inh 12, XBP1 UPR activ -2, APJ ag 8, NALP3 yeast inh 17, Mdm2-MdmX inh 19, TIM10 inh 6, tim10-1 inh 4 and CHOP UPR activ 1.1.
O=C(COC(=O)c1cc([N+](=O)[O-])ccc1NCc1ccccc1)NCc1ccccc1Cl was read as GRIN3A LBD mod -4, tim23-1 inh 15, XBP1 UPR activ -1, APJ ag -2, NALP3 yeast inh 20, Mdm2-MdmX inh 35, TIM10 inh 0, tim10-1 inh 12 and CHOP UPR activ 0.5.
For O=C(Nc1ccc2c(c1)CCC2)c1ncoc1-c1ccccc1F the results were GRIN3A LBD mod 1, tim23-1 inh 17, XBP1 UPR activ 0, APJ ag -1, NALP3 yeast inh 36, Mdm2-MdmX inh 4, TIM10 inh -9, tim10-1 inh 9 and CHOP UPR activ 2.5.
Screening COc1cccc(-n2c(SCC(N)=O)nnc2-c2ccco2)c1 returned GRIN3A LBD mod -1, tim23-1 inh 7, XBP1 UPR activ -4, APJ ag -3, NALP3 yeast inh 7, Mdm2-MdmX inh 30, TIM10 inh 14, tim10-1 inh 9 and CHOP UPR activ -1.2.
For Cc1cc(NC(=O)CSc2nnc(-c3ccco3)n2Cc2ccccc2)no1 the results were GRIN3A LBD mod 1, tim23-1 inh 4, XBP1 UPR activ -2, APJ ag 0, NALP3 yeast inh 11, Mdm2-MdmX inh -8, TIM10 inh 0, tim10-1 inh 11 and CHOP UPR activ 0.7.
COc1ccc(NC(=O)c2cc(-c3ccccc3)nc3c2c(C)nn3-c2ccccc2)c(OC)c1 was read as GRIN3A LBD mod 13*, tim23-1 inh -4, XBP1 UPR activ -2, APJ ag -4, NALP3 yeast inh 1, Mdm2-MdmX inh 54*, TIM10 inh 12, tim10-1 inh 2 and CHOP UPR activ 2.7.
CCn1c(SCc2c(Cl)cccc2Cl)nc2nc3c(cc2c1=O)CCCC3 was read as GRIN3A LBD mod 1, tim23-1 inh 14, XBP1 UPR activ 2, APJ ag -4, NALP3 yeast inh -3, Mdm2-MdmX inh 64*, TIM10 inh 17, tim10-1 inh 29 and CHOP UPR activ 11.
Screening COc1ccc(C(=O)N2CCOC2CNC(=O)C(=O)NCc2ccco2)cc1 (centres undefined) returned GRIN3A LBD mod 0, tim23-1 inh 7, XBP1 UPR activ -1, APJ ag 4, NALP3 yeast inh 5, Mdm2-MdmX inh -10, TIM10 inh 1, tim10-1 inh 3 and CHOP UPR activ 0.5.
Screening C/C(=N\NC(=O)c1ccoc1C)c1ccc(Br)s1 returned GRIN3A LBD mod 5, tim23-1 inh 8, XBP1 UPR activ 1, APJ ag 4, NALP3 yeast inh 28, Mdm2-MdmX inh -12, TIM10 inh 18, tim10-1 inh 18 and CHOP UPR activ 1.9.
Screening O=C(NC1CCCCC1)C(c1cccs1)N(Cc1cccs1)C(=O)c1ccco1 (centres undefined) returned GRIN3A LBD mod 0, tim23-1 inh 26, XBP1 UPR activ -5, APJ ag -6, NALP3 yeast inh 0, Mdm2-MdmX inh 3, TIM10 inh 16, tim10-1 inh 20 and CHOP UPR activ -0.9.
Screening Cc1cc(C(=O)NCc2cccs2)n(-c2ccccc2)n1 returned GRIN3A LBD mod 1, tim23-1 inh 12, XBP1 UPR activ 2, APJ ag -5, NALP3 yeast inh 7, Mdm2-MdmX inh -3, TIM10 inh -5, tim10-1 inh 1 and CHOP UPR activ -0.1.
`O=C(CCN1C(=O)C2CC=CCC2C1=O)Nc1ccccc1Cl` (centres undefined) gave GRIN3A LBD mod -1, tim23-1 inh 2, XBP1 UPR activ 0, APJ ag 7, NALP3 yeast inh -5, Mdm2-MdmX inh 17, TIM10 inh -2, tim10-1 inh 5 and CHOP UPR activ 2.0.
Screening CC(C)[C@H](N)c1nnc2n1N=C(c1ccc(Cl)cc1)CS2 returned GRIN3A LBD mod 1, tim23-1 inh -1, XBP1 UPR activ 1, APJ ag -3, NALP3 yeast inh 11, Mdm2-MdmX inh -18, TIM10 inh -3, tim10-1 inh 12 and CHOP UPR activ -0.3.
Screening CCN1C(=O)[C@H]2[C@H]3CN=C(SCc4ccc(Cl)cc4)N3[C@@](C)(C(=O)OC)[C@H]2C1=O returned GRIN3A LBD mod -1, tim23-1 inh 32, XBP1 UPR activ 1, Mdm2-MdmX inh -1, TIM10 inh -6, tim10-1 inh 10 and CHOP UPR activ 1.8.
Cc1oc(-c2cccc(F)c2)nc1CN1CCCCC1CCn1cccn1 (centres undefined) was read as GRIN3A LBD mod -1, tim23-1 inh 22, XBP1 UPR activ -2, APJ ag 0, NALP3 yeast inh 17, Mdm2-MdmX inh -4, TIM10 inh 1, tim10-1 inh 8 and CHOP UPR activ -0.3.
CCOC(=O)c1c(OCC)[nH]c2ccc(O)cc12 was read as GRIN3A LBD mod -15, tim23-1 inh -9, XBP1 UPR activ 2, APJ ag -4, NALP3 yeast inh -1, Mdm2-MdmX inh -16, TIM10 inh -7, tim10-1 inh -20 and CHOP UPR activ 0.6.
`Cc1ccc(-c2nn(C)c(=O)c3ccccc23)cc1S(=O)(=O)NCCO` gave GRIN3A LBD mod -2, tim23-1 inh 11, XBP1 UPR activ -2, APJ ag 2, NALP3 yeast inh 14, Mdm2-MdmX inh 20, TIM10 inh 2, tim10-1 inh 8 and CHOP UPR activ -0.9.
For CC(C)Oc1ccc(/C=C(/NC(=O)c2ccccc2)C(=O)NC(Cc2ccccc2)C(=O)O)cc1 (centres undefined) the results were GRIN3A LBD mod -3, tim23-1 inh 11, XBP1 UPR activ 2, APJ ag 1, NALP3 yeast inh 9, Mdm2-MdmX inh 17, TIM10 inh -7, tim10-1 inh 9 and CHOP UPR activ 1.8.
For COc1cc(S(=O)(=O)Nc2ccccn2)ccc1F the results were GRIN3A LBD mod 1, tim23-1 inh 7, XBP1 UPR activ -1, APJ ag -2, NALP3 yeast inh -3, Mdm2-MdmX inh 20, TIM10 inh -7, tim10-1 inh 0 and CHOP UPR activ 0.2.
COc1cc(/C=C/C(=O)OCC(=O)N2CC(=O)Nc3ccccc32)ccc1O was read as GRIN3A LBD mod 2, tim23-1 inh 5, XBP1 UPR activ 0, APJ ag -1, NALP3 yeast inh -7, Mdm2-MdmX inh 24, TIM10 inh -11, tim10-1 inh -7 and CHOP UPR activ -0.8.
Screening COc1ccccc1C(=O)OCc1cc(=O)n2ccsc2n1 returned GRIN3A LBD mod -1, tim23-1 inh 6, XBP1 UPR activ 5, APJ ag 1, NALP3 yeast inh 14, Mdm2-MdmX inh 19, TIM10 inh -8, tim10-1 inh 0 and CHOP UPR activ 5.1.
Screening COCCCNC(=O)c1ccc2c(=O)n(Cc3ccc4c(c3)OCO4)c(=S)[nH]c2c1 returned GRIN3A LBD mod 12*, tim23-1 inh -9, XBP1 UPR activ 4, APJ ag -1, NALP3 yeast inh -10, Mdm2-MdmX inh 50, TIM10 inh 0, tim10-1 inh 7 and CHOP UPR activ -1.1.
COCCN1Cc2cccc(C(=O)NCc3ccccn3)c2C1=O was read as GRIN3A LBD mod -4, tim23-1 inh -6, XBP1 UPR activ 8, APJ ag -4, NALP3 yeast inh 19, Mdm2-MdmX inh 15, TIM10 inh -7, tim10-1 inh 0 and CHOP UPR activ 1.7.
`CC1(C)CC(=O)c2cnc(NC(=O)CSc3nc4ccccc4o3)nc2C1` gave GRIN3A LBD mod 1, tim23-1 inh -5, XBP1 UPR activ -1, APJ ag 0, NALP3 yeast inh 21, Mdm2-MdmX inh -6, TIM10 inh -8, tim10-1 inh -19 and CHOP UPR activ 2.3.
`Cc1ccc(CCNC(=O)C2CCCN(S(=O)(=O)c3c(C)nn(C)c3C)C2)cc1` (centres undefined) gave GRIN3A LBD mod 3, tim23-1 inh -1, XBP1 UPR activ 17, APJ ag -6, NALP3 yeast inh 6, Mdm2-MdmX inh 32, TIM10 inh 8, tim10-1 inh 5 and CHOP UPR activ -2.8.
